# High-throughput results: PubChem, National Center for Advancing Translational Sciences (NCATS)
# N370S GC mod = inhibits or activates N370S mutant glucocerebrosidase; P04062; N370S GC spleen homogenate, 4MU-glucoside fluorescence; Potency, µM (top dose mostly 59.4 µM), inactives show at the highest dose activity change, negative = inhibition, hits mostly inhibitors; actives 0.092% (n = 330,000); AID 2101;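 note: 0% = full enzyme activity and -100% = no enzyme basal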
# GCN5L2 inh = inhibitors of human GCN5L2 histone acetyltransferase; GCN5L2 HAT assay, ThioGlo1 CoA-SH fluorescence; Potency, µM (series often up to 58.9 µM), for inactives: at the highest dose activity change, negative = inhibition, hits mostly inhibitors; actives 0.21% (n = 390,000); AID 504327
# Target sequence (Q92830 whole entry, looked up): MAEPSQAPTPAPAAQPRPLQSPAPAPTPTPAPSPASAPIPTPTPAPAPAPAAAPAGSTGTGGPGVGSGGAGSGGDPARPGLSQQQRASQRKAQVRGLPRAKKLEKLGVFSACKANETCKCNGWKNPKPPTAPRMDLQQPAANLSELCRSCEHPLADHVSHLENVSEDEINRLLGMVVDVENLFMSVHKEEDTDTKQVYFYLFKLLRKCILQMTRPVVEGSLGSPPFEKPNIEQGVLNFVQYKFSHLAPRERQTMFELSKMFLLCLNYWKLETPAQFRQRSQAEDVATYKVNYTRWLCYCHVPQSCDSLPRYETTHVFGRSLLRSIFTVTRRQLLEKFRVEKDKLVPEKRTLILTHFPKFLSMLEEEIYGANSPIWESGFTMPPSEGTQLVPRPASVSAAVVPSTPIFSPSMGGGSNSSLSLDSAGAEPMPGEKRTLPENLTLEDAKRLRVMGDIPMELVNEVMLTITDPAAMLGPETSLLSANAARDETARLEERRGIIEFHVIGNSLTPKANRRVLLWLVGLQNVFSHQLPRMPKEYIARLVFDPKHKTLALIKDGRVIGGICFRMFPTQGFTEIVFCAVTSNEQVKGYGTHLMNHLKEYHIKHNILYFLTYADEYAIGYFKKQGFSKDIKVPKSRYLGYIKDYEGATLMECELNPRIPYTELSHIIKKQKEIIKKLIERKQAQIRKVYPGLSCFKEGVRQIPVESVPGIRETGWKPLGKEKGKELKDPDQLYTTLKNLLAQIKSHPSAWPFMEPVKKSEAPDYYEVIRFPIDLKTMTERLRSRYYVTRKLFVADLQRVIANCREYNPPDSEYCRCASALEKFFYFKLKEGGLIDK
#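 Preincubate 20nM GCN5L2 with compound 15 min, RT → add 50uM ThioGlo1 + 75uM H3(1-25) + 70uM acetyl-CoA → read fluorescence 0 and 20 min. Primary qHTS; fluorescent artifacts likely.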
# FEN1 inhibitor = human FEN1 inhibition. actives 0.35% (n = 390,000). Potency, µM (titrated, usually from 114 µM), inactives show at the top dose activity change, negative = inhibition, hits mostly inhibitors. Recombinant FEN1 flap cleavage, fluorescence, 15 min. P39748; note: nearly all actives have a fitted effect of over 65% in size
#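 Compounds are tested as a concentration series against 10 nM FEN1; after a 15 min room-temperature preincubation, 50 nM substrate starts cleavage, with plate reads at 0 and 15 min. Normalized responses are fitted by a Hill equation.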
# * marks the source's active call; other numbers are inactive results; ? = inconclusive; / = not tested or not shown; & = joins results of further samples; [ ] = another dose, or the depositor's remark. Calls come from the whole dose curve; as a rule, active = well fitted curve in the direction sought with a large enough effect; inconclusive = small, poorly fitted or top-dose-only effect, or another doubt; inactive = no such curve, though single readings can be large; an effect the other way counts as inactive or inconclusive. Unless noted, % is set by controls: 0 for no effect and ±100 for the full control effect; potency is the fitted concentration of half-maximal effect.
# Every second line gives: N370S GC mod, GCN5L2 inh, FEN1 inhibitor
O=C(CNC(=O)/C(=C\c1ccc(Br)cc1)NC(=O)c1ccccc1)OCc1ccccc1
  -3%, 5%, -2%
CC(O)COc1ccc(/C(=N/O)c2ccccc2)cc1 (stereo not drawn)
  0%, 16%, -9%
COC(=O)c1ccc(Cn2c(SCc3ccccc3)nc3ccncc32)cc1
  /, -4%, 10%
CCCc1oc(C(=O)O)cc1CN1CCCC1
  5%, -4%, 6%
COc1ccc2[nH]cc(C3N4CC5(C)CN3CC(C)(C4)C5=O)c2c1 (stereo not drawn)
  2%, ?, 0%
CCOC(=O)c1nnn(CC(=O)NC(=O)Nc2ccccc2)c1C(=O)OCC
  14%, 1%, -16%
CCC1Nc2ncnc(N3CCCCC3)c2N(Cc2ccc(Br)cc2)C1=O (stereo not drawn)
  2%, -1%, -17%
CN(CCc1cn[nH]c1)Cc1nc(Cc2ccccc2)no1
  -2%, -2%, -6%
COc1ccc(Br)cc1S(=O)(=O)N(CC(=O)N1CCN(C)CC1)c1ccccc1
  -2%, 2%, 1%
COC(=O)c1ccccc1NC(=O)CNC(=O)c1ccc(OC)c(OC)c1
  27%, -4%, -2%

# A different layout for 4 compounds above:
SMILES	N370S GC mod	GCN5L2 inh	FEN1 inhibitor
CCCc1oc(C(=O)O)cc1CN1CCCC1	5%	-4%	6%
COc1ccc2[nH]cc(C3N4CC5(C)CN3CC(C)(C4)C5=O)c2c1 (stereo not drawn)	2%	?	0%
CCOC(=O)c1nnn(CC(=O)NC(=O)Nc2ccccc2)c1C(=O)OCC	14%	1%	-16%
CCC1Nc2ncnc(N3CCCCC3)c2N(Cc2ccc(Br)cc2)C1=O (stereo not drawn)	2%	-1%	-17%

# Later entries
# Every second line gives: N370S GC mod, GCN5L2 inh, FEN1 inhibitor
CCC(C)n1c(NC(=O)c2ccccc2)c(C#N)c2nc3ccccc3nc21 (stereo not drawn)
  24%, -18%, ?
CCCN1C(=O)C(=O)c2cc(C)ccc21
  /, -6%, 10%
Cc1cc(C(=O)NCc2ccc(Cl)cc2)c2c(C)nn(-c3ccccc3)c2n1
  /, -3%, 18%
CCCc1cc(=O)oc2cc(OCC(=O)N(C)C)c(Cl)cc12
  9%, 10%, -1%
CCCCCCNC(=O)CC(c1ccccc1)c1cc(Br)ccc1O (stereo not drawn)
  9%, -13%, ?
Cc1ccc(S(=O)(=O)N(C)C)cc1NC(=O)COC(=O)c1ccc2ccccc2n1
  /, -7%, -10%
O=C(CCN1C(=O)/C(=C/c2ccccc2Cl)SC1=S)NC1CCCC1
  -10%, -30%, 6%
O=C(OCc1ccccc1)/C(=C/c1cccc(Br)c1)NC(=O)c1ccco1
  7%, ?, -8%
Cc1ccc(C(=O)OCC(=O)NCC2CCCO2)c(C)c1 (stereo not drawn)
  -1%, 3%, -2%
COc1cccc2cc(-c3nnc(SCC(=O)Nc4cc(C(F)(F)F)ccc4Cl)n3N)oc12
  1%, -5%, -8%
CC(C)c1nnc(NC(=O)c2ccc(S(=O)(=O)N3CCOCC3)cc2)s1
  0%, 0%, 19%
CC(C)(C)c1cn(-c2ccc(F)cc2)c(=S)[nH]1
  -4%, -7%, 0%
O=C(COC(=O)c1ccc(Cl)c(S(=O)(=O)N2CCCCC2)c1)NCCc1ccccc1
  ?, -5%, -9%
O=S(Cc1ccc(Cl)cc1)CC(O)COc1ccc(Cl)cc1 (stereo not drawn)
  -17%, 0%, -8%
CC(C)Sc1cc(N2CCCC2)nc(-c2ccccc2)n1
  12%, -14%, -1%
COc1ccc(C(C)=O)cc1COC(=O)c1cc(=O)c2ccccc2o1
  -1%, -3%, -5%
CCCC(=O)NC(=S)Nc1ccc(N2CCN(C(=O)c3cccs3)CC2)cc1
  -9%, 1%, 5%
O=C(CSc1nc2c([nH]c3ccccc32)c(=O)n1-c1ccc(F)cc1)NCc1ccc(F)cc1
  /, 11%, 10%
COc1ccc(C(=O)CSc2nc(SC)ns2)cc1OC
  -11%, /, -12%
CC(C)NC(=O)c1ccc(-n2c(=S)[nH]c3ccccc3c2=O)cc1
  -7%, 2%, /
O=C(CSc1nc(-c2cccs2)nc2cc(=O)[nH]n12)Nc1cccc(C(F)(F)F)c1
  /, ?, 10%
CCCC(c1nnnn1Cc1ccccc1)N1CCN(c2ccccc2OC)CC1 (stereo not drawn)
  -4%, -1%, -7%
Cc1onc(-c2c(Cl)cccc2Cl)c1C(=O)Nc1ccc(C(N)=O)cc1
  -10%, -7%, -22%
CN(C)c1ccc(C(=O)Nc2cccc(S(=O)(=O)N3CCCC3)c2)cc1
  /, -9%, 0%
CCc1ccc(CNC(=O)CCn2c(=O)c3cccn3c3ccc(F)cc32)cc1
  /, -4%, 26%
Cc1ccc(Nc2nnc(SCC3CCCCO3)s2)cc1 (stereo not drawn)
  7%, -6%, 8%
Cc1cccc(Cn2c(SCc3ccc(C(=O)NC4CCCCC4)cc3)nc3ccncc32)c1
  /, -5%, 15%
CC(=O)c1ccc(-n2c(=O)[nH]c(=O)c3c(N)c(C(=O)c4ccc(Cl)cc4)sc32)cc1
  -9%, 4%, -5%
O=C1c2ccccc2CCCC12N=NCC2c1cccc2ccccc12 (stereo not drawn)
  -1%, -20%, -14%
CNC(=O)COc1ccc(S(=O)(=O)Nc2ccccc2)cc1
  -7%, -2%, 0%
Cc1cn2c(=O)cc(COc3ccccc3NC(=O)c3ccco3)nc2s1
  /, 1%, -1%
CCOC(=O)CC(NC(=O)Cn1nnc(-c2ccccc2C)n1)c1ccc(OC)cc1 (stereo not drawn)
  0%, -8%&1%, -16%
O=C(OCC(=O)N1CCCc2ccccc21)c1cc(S(=O)(=O)N2CCOCC2)ccc1F
  -3%, 1%, -3%
COc1ccc(OC)c(Cc2nnc(CCC(=O)N3CCCCC3c3nccs3)o2)c1 (stereo not drawn)
  -21%, 8%, -5%
O=C(O)c1ccc(C(=O)c2ccc3c(c2)C(=O)N(CC2CCCO2)C3=O)cc1 (stereo not drawn)
  -13%, -2%, 0%
Cc1ccc(N2CC(NC(=O)c3ccc(S(=O)(=O)N4CCCC4)cc3)CC2=O)cc1 (stereo not drawn)
  /, -7%, 5%
O=C(Nc1ccccc1)C(c1ccccc1)C1CCCC1 (stereo not drawn)
  2%, -8%, -14%
COc1ccccc1NC(=O)Cc1cccc2ccccc12
  -17%, -27%, -2%
CCc1ccc(NC(=O)C(=O)N/N=C(\C)CC(=O)Nc2ccccn2)cc1
  7%, 22%, 2%
O=C(/C=C/c1ccc(OC2CSC2)cc1)c1ccccc1
  12%, -16%, -9%

# Full records, quoted from the list:
# COc1ccc(OC)c(Cc2nnc(CCC(=O)N3CCCCC3c3nccs3)o2)c1 (stereo not drawn) is listed with N370S GC mod = -21%; GCN5L2 inh = 8%; FEN1 inhibitor = -5%
# O=C(/C=C/c1ccc(OC2CSC2)cc1)c1ccccc1 is listed with N370S GC mod = 12%; GCN5L2 inh = -16%; FEN1 inhibitor = -9%

# Later entries
# Every second line gives: N370S GC mod, GCN5L2 inh, FEN1 inhibitor
C[C@H](CO)N1C[C@H](C)[C@@H](CN(C)C(=O)Nc2ccc(C(F)(F)F)cc2)Oc2c(NC(=O)Nc3ccccc3)cccc2C1=O
  /, -7%, ?
CCOc1cc(S(=O)(=O)NCc2ccc3c(c2)OCO3)ccc1F
  0%, -1%, 10%
COc1ccc(NS(=O)(=O)c2cccc(C(=O)NNC(=O)CNC(=O)c3ccco3)c2)cc1
  -3%, 0%, 22%
Cc1ccc(NC(=O)CNc2cccc(C)c2C)c(C)c1
  -13%, 2%, 1%
COc1ccc(NC2=NC(=S)N(c3ccccc3C)C23CCCCC3)cc1
  -24%, -1%, 9%
C/C(=N/NS(=O)(=O)c1ccc(Cl)cc1)c1cccc(NC(=O)c2ccncc2)c1
  -30%, -4%, -3%
O=C(/C=C/c1cccs1)Nc1ccc(S(=O)(=O)Nc2ncccn2)cc1
  18%, 2%, -9%
CCOc1ccc(C(=O)NC(=S)Nc2ccccc2N2CCC(C)CC2)cc1[N+](=O)[O-]
  5%, -10%, 4%
Cn1c(=O)c2nc(-c3ccccc3)oc2c2ccccc21
  1%, 21%, -21%
COc1cc2ncnc(NCCCN3CCOCC3)c2cc1OC
  1%, 0%, -24%
O=C(O)c1cccc(N2CCCC2=O)c1
  -17%, -9%, 0%
Cn1c(-c2cccc([N+](=O)[O-])c2)[n+](C)c2ccccc21
  7%, -4%, 8%
COC1=C/C(=C/c2c(N)n3nc(CC(=O)N4CCOCC4)sc3nc2=O)C=CC1=O
  -20%, -8%, -34%
O=C(O)c1ccc(NC(=O)C2(c3ccccc3)CCOCC2)cc1
  -4%, -1%, -4%
CC(C)(C)NCC(O)COc1cccc2[nH]c(=O)[nH]c12 (stereo not drawn)
  -5%&2%, -9%, ?
COc1cccc(C(=O)Nc2cccc(NC(C)=O)c2)c1
  4%[2.35 µM], -1%, -16%
O=C(c1ccc(S(=O)(=O)c2cccc(Cl)c2)c([N+](=O)[O-])c1)N1CCN(c2ccccn2)CC1
  -20%, -8%, 2%
COc1ccc2c(c1OC)C(=O)OC2C1c2c(cc3c(c2OC)OCO3)CCN1C (stereo not drawn)
  -21%&-13%&-7%&-5%, 2%&0%&-28%, 5%&16%&-5%
CCOC(=O)c1ccccc1NC(=O)CSc1nc2[nH]ncc2c(=O)[nH]1
  0%, 2%, -3%
CCOc1ccccc1NC(=O)c1ccc(C(=O)Nc2ccccc2OCC)nc1
  2%, 3%, -4%
CCC/C(C#Cc1cc(OC)cc(OC)c1)=C1/c2ccccc2C(=O)N1c1ccccc1
  /, -2%, -3%
CCOC(=O)N1CCN(C(=O)CSCc2ccccc2)CC1
  -4%, -1%, 4%
Cc1ccc(S(=O)(=O)NCC(=O)OCC(=O)N2CC(=O)Nc3ccccc32)cc1
  /, -4%, 5%
CCCN(CC(=O)Nc1ccccc1OC)C(=O)CSC(=S)N1CCCC1
  /, -13%, -1%
O=C(CN1C(=O)c2ccccc2S1(=O)=O)NCCc1ccc(F)cc1
  /, 0%, 22%
COc1cc(CNC(=O)c2cc3n(n2)CCCN(Cc2ccc(C)cc2)C3=O)cc(OC)c1OC
  /, -13%, -2%
CCOc1ccc(Nc2cc(Nc3ccccc3OCC)nc(C=C(C#N)C#N)n2)cc1
  1%, -11%, 0%
O=C(O)c1cc(-c2ccc(O)cc2)on1
  -17%, -6%, -3%
Cc1cc(F)ccc1NC(=O)Cn1cc(S(=O)(=O)NC(C)C)c(S(=O)(=O)NC(C)C)c1
  /, 26%, 12%
CC1(COS(N)(=O)=O)CCCCC1
  -20%, 3%, 17%
CCc1ccc2oc(C(=O)Nc3cccc(Cl)c3C)cc(=O)c2c1
  /, 3%, -4%
CCOc1ccc(S(=O)(=O)Nc2cc(OC)ccc2OC)cc1
  13%, -14%, -17%
Cc1ccc(C2CN(C)C3(C(=O)Nc4ccccc43)C23COc2ccccc2C3=O)cc1 (stereo not drawn)
  5%, ?, -12%
CC(Oc1ccc(Br)cc1)C(=O)N1CCC(C(N)=O)CC1 (stereo not drawn)
  -1%, 2%, -15%
CC(C)NC(=O)c1ccc(-n2nc(C(F)(F)F)c3c2CCCC3)cc1
  2%, 5%, 6%
C=CCc1c(C)nc(SCCC)[nH]c1=O
  6%, -1%, -5%
COc1ccc(C)cc1NC(=O)c1cc(S(=O)(=O)N2CCC3(CC2)OCCO3)ccc1F
  -5%, -5%, 7%
Cc1cccc(/C=C/c2onc(C)c2S(=O)(=O)N2CCC(C(=O)N3CCCCC3)CC2)c1
  -8%, -11%&0%, -20%&4%
Cc1ccc(N(C)C(=O)N2CCN(c3ccccn3)CC2)cc1
  -4%, -8%, -6%
CCN(CC(=O)NC(C)C)C(=O)c1ccc(Cl)cc1
  -1%, 3%, 3%
O=C(NCCC1CCCCN1S(=O)(=O)c1ccccc1)C(=O)NCc1ccccc1 (stereo not drawn)
  0%, 3%, 0%
CCOC(=O)CSc1nnc(-c2ccc(OC)cc2)n1CC
  18%, -1%, 7%
CCN(CC)C(=O)CSc1nnc([C@H](CCSC)NC(=O)OC(C)(C)C)o1
  2%, -2%, 4%
Cc1c(C)n2c(SCC(=O)N3CCCC3)nnc2[nH]c1=O
  -12%, 2%, 2%
Cc1cc(=O)[nH]c2nnc(SCCC(C)C)n12
  /, -7%, -5%
O=C(Nc1ccccc1)Nc1ncc([N+](=O)[O-])s1
  -12%, -2%, 9%
CC(C)C(=O)Nc1ccc(NC(=O)c2ccco2)cn1
  1%, -7%, -4%
O=C(COc1ccc([N+](=O)[O-])cc1)NC(C(=O)O)C(O)c1cccc([N+](=O)[O-])c1 (stereo not drawn)
  16%, 6%, 2%
O=C(NCCCN1CCCC1)c1ccc2c(Cl)c3c(nc2c1)CCCC3
  -5%, -2%, -18%
CC[N+](CC)(CC)CC(=O)Nc1c(C)cccc1C
  5%&-1%&9%&3%&-1%&8%, 1%, -5%
CC1=CC(C)C2COC(c3ccc[n+](C)c3)C1C2C (stereo not drawn)
  3%, -2%, 1%
CSCCC(=O)Nc1ccc(C(C)=O)cc1
  -10%, -2%, -18%
